Source: PubChem (The Scripps Research Institute Molecular Screening Center)
CHRM4 agonist: CHRM4 agonism in calcium assay | CHO-K1 hM4/Gqi5, Fluo-8 calcium fluorescence; vehicle 0%, full acetylcholine response 100% | P08173 | 0.14% of 360,000 active | activation, % at 3 µM | AID 624127;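 active = activation above the run mean over all test wells plus 3 SD, cut at about 32% in these data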;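 note: peak over basal fluorescence ratio per well then scaled between controls; 0% = DMSO wells and 100% = acetylcholine at EC100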
CHRM1 antagonist: antagonists of human M1 muscarinic receptor; CHO-K1 hM1, Fluo-8 calcium fluorescence, ACh EC80 antagonist; AID 588852; 1.3% of 360,000 active; inhibition, % at 3 µM;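 active = percent inhibition above its own plate's cutoff, namely the mean of that plate's compound wells plus 3 SD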;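 note: peak over basal fluorescence ratio during 140 s after agonist addition; 0% = ACh EC80 plus DMSO and 100% = DMSO alone without agonist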
Target sequence (P11229 whole entry, looked up): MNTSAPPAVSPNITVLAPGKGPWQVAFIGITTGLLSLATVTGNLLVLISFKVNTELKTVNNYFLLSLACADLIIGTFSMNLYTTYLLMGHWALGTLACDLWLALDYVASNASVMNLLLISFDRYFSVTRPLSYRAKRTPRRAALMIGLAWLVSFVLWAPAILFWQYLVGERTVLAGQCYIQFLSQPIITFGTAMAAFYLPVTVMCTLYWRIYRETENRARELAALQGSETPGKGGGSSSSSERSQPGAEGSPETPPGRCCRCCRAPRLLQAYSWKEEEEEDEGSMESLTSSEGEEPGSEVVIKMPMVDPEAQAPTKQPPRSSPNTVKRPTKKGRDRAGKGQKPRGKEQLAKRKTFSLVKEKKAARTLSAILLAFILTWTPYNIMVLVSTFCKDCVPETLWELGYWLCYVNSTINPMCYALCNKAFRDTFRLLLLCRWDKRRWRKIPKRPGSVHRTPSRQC
CHO parental Ca: signal in parental CHO cells, OX1R antagonist counter-screen; inhibition, % at 5.6 µM; parental CHO-K1, ATP-induced calcium, Fluo-8 fluorescence; 0.63% of 330,000 active;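 active = inhibition above that plate's mean sample inhibition plus 3 SD, cut at about 26% in these data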;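 note: 0% = ATP-challenged DMSO wells and 100% = DMSO wells without ATP; some compounds past the cut are filed as inactive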
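Assay system – parental CHO cells · Reagent – ATP stimulus · Detection – intracellular calcium via Fluo-8 no-wash fluorescent dye · Evaluation – percent inhibition of ATP-evoked calcium rise, normalized to controls · Controls – ATP wells versus no-ATP DMSO wells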
CHRM4 antagonist: CHRM4 antagonism in calcium assay. inhibition, % at 3 µM. 0.73% of 360,000 active. AID 624125. P08173. CHO-hM4 cells, ACh EC80, Fluo-8 calcium fluorescence;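 active = inhibition above its plate's cutoff, the mean inhibition of sample wells plus 3 SD, cut at about 27% in these data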;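 note: 0% = acetylcholine EC80 with DMSO and 100% = DMSO without agonist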
CHO-K1 Ca ag: counter-screen for M1 agonists: effect in parental CHO-K1 cells; 0.48% of 360,000 active; AID 602248; activation, % at 3 µM; Fluo-8 calcium fluorescence; scaled to maximal ATP response, vehicle zero; in the data active = activation above about 15%;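 note: untransfected CHO-K1 host cells lacking M1 receptor as counterscreen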
OXTR potentiate: potentiators of human oxytocin receptor; P30559; CHO-OTR cells, Fluo-8 calcium fluorescence, potentiator mode; 0% = oxytocin EC15, 100% = EC100; activation, % at 3 µM; 0.061% of 320,000 active; AID 2445;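 active = activation above that plate's cutoff, the mean activation of tested compounds plus 3 SD, cut at about 6.6% in these data, passing the limit was not always enough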;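 note: 100% uses oxytocin at 75 nM as the full agonist control; some results filed as inactive read as strong as hits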
Target sequence (P30559 whole entry, looked up): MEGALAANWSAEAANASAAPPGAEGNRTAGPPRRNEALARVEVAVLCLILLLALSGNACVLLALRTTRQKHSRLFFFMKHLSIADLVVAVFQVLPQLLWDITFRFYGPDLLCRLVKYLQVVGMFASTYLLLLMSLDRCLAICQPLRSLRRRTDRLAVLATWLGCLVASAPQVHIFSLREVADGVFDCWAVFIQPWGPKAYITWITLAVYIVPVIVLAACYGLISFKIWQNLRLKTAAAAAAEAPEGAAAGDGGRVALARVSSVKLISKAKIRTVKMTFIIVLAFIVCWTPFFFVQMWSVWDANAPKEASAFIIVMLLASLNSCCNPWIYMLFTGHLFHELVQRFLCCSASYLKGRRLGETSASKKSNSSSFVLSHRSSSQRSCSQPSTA
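assay system = CHO-OTR cells, human receptor | schedule = compound 6 min at room temperature before oxytocin, 100 s read | detection = Fluo-8 intracellular calcium fluorescence, ex 470-495, em 515-575 nm | evaluation = normalized max/min fluorescence ratio, % activation | control set = EC15 oxytocin alone as 0%, 75 nM oxytocin (EC100) as 100%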
CHO-K1 Ca antag: M1 antagonist counterscreen hit in parental CHO-K1 cells; ATP-induced calcium, Fluo-8 fluorescence; inhibition, % at 3 µM; 0.6% of 360,000 active;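 active = inhibition above a per-plate cutoff, the plate's mean sample inhibition plus 3 SD, cut at about 24% in these data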;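 note: 0% = DMSO plus EC80 ATP and 100% = DMSO alone without ATP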
M1 PAM: human CHRM1 positive allosteric modulation; P11229; CHO-K1 hM1, Fluo-8 calcium fluorescence, ACh EC20; 0% = ACh EC20, 100% = maximal ACh; activation, % at 3 µM; 0.088% of 360,000 active; AID 588819; in the data active = activation above about 19%, passing the limit was not always enough
M1 ag: activates human CHRM1 receptor; CHO-K1 hM1, Fluo-8 calcium fluorescence, agonist mode; 0% DMSO, 100% acetylcholine EC100; activation, % at 3 µM; P11229; 0.33% of 360,000 active; AID 588814;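 active = activation above the run's mean compound activation plus 3 SD, cut at about 16% in these data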;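 note: peak over basal fluorescence ratio within a 140 s kinetic read after compound addition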
Active calls of the source: *; nt = no result given. Rows are unselected. Share with any hit: about 2.9%.

SMILES | CHRM4 agonist | CHRM1 antagonist | CHO parental Ca | CHRM4 antagonist | CHO-K1 Ca ag | OXTR potentiate | CHO-K1 Ca antag | M1 PAM | M1 ag
Cc1ccccc1NCN1C(=O)C2C3C=CC(C3)C2C1=O (stereo not drawn) | 1 | -7 | -6 | 9 | 0.0 | -12 | -16 | 4 | 0
CC(C)c1ccc(NC2CCCN(C(=O)c3ccc4nccnc4c3)C2)cc1 (stereo not drawn) | 1 | 8 | -11 | -4 | 1.0 | -7 | 12 | 17 | 7
O=C(NCc1ccc(N2CCCC2=O)cc1)c1cccc(Cl)c1 | 2 | 8 | -18 | -7 | 1.1 | 0 | -14 | -5 | -3
CS(=O)(=O)N1CCc2cc(C(=O)O)ccc21 | 0 | -12 | -3 | 1 | 0.2 | -5 | -15 | 8 | -2
COc1ccc2o/c(=N/NC(=O)c3cccs3)c(C(N)=O)cc2c1 | 7 | -3 | -12 | 0 | 2.7 | -10 | 2 | 1 | -5
Cc1nc2ccccc2c(=O)n1-c1ccc(NS(=O)(=O)c2ccc(F)cc2)cc1 | 6 | 26 | -17 | -7 | 2.1 | -10 | 3 | -8 | -2
CCCCC(O)(c1ccccc1)C(CN1CCOCC1)c1ccccc1 (stereo not drawn) | -2 | -11 | nt | 4 | -0.1 | nt | -14 | 7 | -5
COc1ccc(NC(=O)N(C)C[C@H]2Oc3ccc(NS(=O)(=O)c4cccs4)cc3C(=O)N([C@H](C)CO)C[C@@H]2C)cc1 | 0 | 15 | -12 | 7 | -0.4 | 2 | 9 | -8 | -2
Cc1ccc(OCc2nnc(N)s2)cc1 | 1 | -3 | -7 | -11 | -0.5 | -2 | 1 | -1 | -5
Cc1ccc(CNC(=O)C(=O)NCC2OCCN2S(=O)(=O)c2cccs2)cc1 (stereo not drawn) | 2 | -6 | -12 | 3 | 1.1 | -2 | -9 | 6 | -5
CCc1nnc(NC(=O)Cc2ccc(Br)cc2)s1 | 1 | -9 | -6 | 7 | -0.2 | -1 | 4 | 10 | 0
CCOc1ccc(-c2nc(S(=O)(=O)c3ccccc3)c(N3CCOCC3)o2)cc1 | 1 | -7 | -6 | -5 | 0.5 | -1 | 0 | 4 | -4
CN1CCN(CCCNC(=O)c2cc3c(=O)n(C)c4ccccc4c3s2)CC1 | 0 | 20 | -1 | 2 | -0.2 | -5 | 29* | -14 | -8
CC1(C)C2CCC1(CS(=O)(=O)NCCc1c[nH]c3ccccc13)C(=O)C2 (stereo not drawn) | 1 | -3 | -10 | 3 | 0.2 | -8 | -1 | 6 | -8
CCc1ccccc1OCC(=O)NC1CCCC1 | 0 | 2 | nt | -12 | -0.2 | nt | -3 | -6 | -6
Cc1[nH]c(C)c2c(=O)n(Cc3ccc(Cl)cc3)ncc12 | 2 | 13 | -10 | 3 | 1.6 | -4 | -7 | -1 | -2
CC1(C)CC(=O)C=C(c2n[nH]nc2-c2ccccc2)C1 | 0 | -8 | nt | -11 | 0.0 | nt | -8 | 9 | 0
CC1CN(S(=O)(=O)c2cccc(C(=O)N(C)C3CCCCC3)c2)CC(C)O1 (stereo not drawn) | 2 | -16 | nt | -18 | 1.0 | nt | 2 | 10 | -5
CCOC(=O)C1CCN(C(=O)CCc2c(C)nc3ncnn3c2C)CC1 | 0 | -17 | -22 | 1 | -0.1 | -8 | -2 | 10 | -4
CCN(CC(=O)Nc1ccc2c(c1)OCCO2)C(=O)C(C)Oc1ccc(F)cc1 (stereo not drawn) | 5 | -13 | nt | -8 | 0.2 | nt | -10 | 13 | -3
CCN(CC)C(=O)C1=C(C)N(CCCN2CCCC2=O)C(=O)C(CC(=O)NCCCCc2ccccc2)C1 (stereo not drawn) | 0 | -6 | nt | -3 | 0.3 | nt | -11 | 0 | -2
CC(=O)Nc1ccc(S(=O)(=O)N(C)CC(=O)NC2CCCCCCC2)cc1 | 4 | -7 | -16 | 1 | 1.9 | -1 | -11 | 5 | -1
CCOc1ccc(C2NC(=O)c3ccccc3O2)cc1OCC (stereo not drawn) | 1 | -19 | -2 | -2 | 0.1 | -9 | 22 | 23 | 3
COc1ccc(CNC(=O)CCNS(=O)(=O)c2ccc(Cl)cc2)cc1 | 3 | -13 | -24 | 1 | 5.9 | -6 | -14 | 9 | -3
COCCn1nnnc1C(CC(C)C)N1CCN(c2nc3ccccc3s2)CC1 (stereo not drawn) | 1 | -8 | -12 | -6 | 0.9 | -6 | -2 | 12 | -3
COc1ccccc1CNC(=O)C1CCC1 | 0 | -8 | -2 | 10 | 0.2 | -13 | 0 | 2 | -4
Clc1ccccc1COc1ccccc1-c1nnco1 | 0 | -1 | -30 | -1 | -0.5 | -6 | 17 | -9 | -3
Cc1cccc(NC(=O)CCCSc2nc3ccccc3[nH]2)c1 | 10 | -8 | -17 | -16 | 4.7 | -6 | 3 | 3 | -6
CS(=O)(=O)c1ccc(C(=O)Nc2cccc(-c3nc4ccccc4[nH]3)c2)cc1 | 11 | 11 | -9 | -4 | 3.4 | -6 | -7 | -6 | -2
CCCNC(=S)N1CCCC(c2nc3ccccc3[nH]2)C1 (stereo not drawn) | 1 | 0 | 1 | 3 | 0.7 | -7 | -8 | 1 | -6
COc1cccc(OC)c1C(=O)NCC12CC3CC(C1)CC(CNC(=O)c1c(OC)cccc1OC)(C3)C2 | 0 | -17 | -7 | 5 | -0.3 | 4 | 14 | 12 | -2
COc1ccccc1CCc1nnc(CCC(=O)NCCOc2cccnc2)o1 | 1 | -12 | -11 | -2 | 0.9 | 0 | -16 | 17 | -7
COC(=O)CSc1nc(Cc2ccccc2)nc2ccccc12 | 1 | 2 | 4 | -13 | 0.8 | -1 | 2 | 0 | -4
C=CCn1c(SCC(=O)Nc2ccc(Br)cc2)nc(O)cc1=O | 1 | -2 | nt | -19 | 0.2 | nt | 13 | 0 | -3
Cc1csc(NC(=O)CSc2ccc(-c3ccccc3)nn2)n1 | 12 | 25 | -13 | -5 | 4.2 | 0 | 9 | -8 | -3
CCCNC(=O)[C@H](Cc1c[nH]c2ccccc12)NC(=O)c1ccccc1Cl | 3 | -5 | -12 | -2 | 1.4 | -2 | -4 | 7 | -10
O=C(c1cccc(S(=O)(=O)N2CCCCC2)c1)N1CCOCC1 | 1 | 19 | -15 | -5 | 0.5 | -11 | -27 | -2 | 0
CCOC(=O)N1CCN(C(=O)c2ccc3c(c2)sc2nc(-c4ccc(OC)cc4)cn23)CC1 | 1 | 19 | -5 | 2 | 2.2 | -8 | -2 | -16 | -2
O=C(NCc1ccco1)c1c(O)c2cccc3c2n(c1=O)CCC3 | 0 | -3 | -17 | 1 | 0.0 | -21 | 2 | 5 | -2
Cc1coc2c(C)c3oc(=O)c(CC(=O)N[C@@H](CC(C)C)C(=O)O)c(C)c3cc12 | 1 | -13 | 10 | 11 | 0.2 | 2 | -6 | 11 | -1
Cc1ccc(C(CNC(=O)c2ccc(Br)o2)N2CCN(C)CC2)cc1 (stereo not drawn) | 0 | -1 | -23 | 3 | 1.5 | -9 | -18 | 0 | -6
CCC1CCCCN1Cc1nc2c(c(=O)n(C)c(=O)n2C)n1Cc1cccc2ccccc12 (stereo not drawn) | 1 | -26 | -8 | -19 | 1.1 | -5 | -5 | 20 | 1
O=C(O)CN1C(=O)/C(=C\c2cccc(OCc3ccc(F)cc3)c2)SC1=S | 0 | -8 | nt | 0 | -0.5 | nt | -1 | 9 | -4
CCOc1ccc2nc(NC(=O)C3CCCN(S(=O)(=O)c4cccs4)C3)sc2c1 (stereo not drawn) | 2 | 12 | -15 | 5 | 0.3 | -15 | -5 | -6 | -2
CCn1c(SCC(=O)NNC(=O)c2ccccc2)nnc1-c1ccncc1 | 1 | -10 | -7 | -20 | 0.2 | -2 | -10 | 6 | -1
CC(C)(C)OC(=O)NCCCC[C@H](NC(=O)c1nc[nH]c1C(=O)N1CCN(c2ccccc2)CC1)C(=O)OC(C)(C)C | 7 | 8 | -21 | 8 | -0.1 | 0 | 16 | 4 | 0
Cc1ccc(NC2c3ncccc3C(=O)N2Cc2ccc(F)cc2)cc1 (stereo not drawn) | 2 | -5 | -21 | 1 | 1.4 | -3 | -19 | 6 | -1
CCOC(=O)C1=C(C)Nc2nc(C)nn2C1c1ccc(OC)c(OC)c1 (stereo not drawn) | 0 | -15 | -14 | 8 | 0.3 | -3 | -2 | 10 | -4

Full records, quoted from the list. Values in the order: CHRM4 agonist	CHRM1 antagonist	CHO parental Ca	CHRM4 antagonist	CHO-K1 Ca ag	OXTR potentiate	CHO-K1 Ca antag	M1 PAM	M1 ag
CC(C)(C)OC(=O)NCCCC[C@H](NC(=O)c1nc[nH]c1C(=O)N1CCN(c2ccccc2)CC1)C(=O)OC(C)(C)C in the list: 7	8	-21	8	-0.1	0	16	4	0
CCOc1ccc2nc(NC(=O)C3CCCN(S(=O)(=O)c4cccs4)C3)sc2c1 (stereo not drawn) in the list: 2	12	-15	5	0.3	-15	-5	-6	-2
Cc1ccc(NC2c3ncccc3C(=O)N2Cc2ccc(F)cc2)cc1 (stereo not drawn) in the list: 2	-5	-21	1	1.4	-3	-19	6	-1

Additional structures follow.
SMILES | CHRM4 agonist | CHRM1 antagonist | CHO parental Ca | CHRM4 antagonist | CHO-K1 Ca ag | OXTR potentiate | CHO-K1 Ca antag | M1 PAM | M1 ag
Cc1cc(Nc2cccc(Cl)c2)n2ncnc2n1 | 0 | -15 | -3 | -6 | 0.3 | 3 | -4 | 7 | -2
Nn1c(-c2ccccc2)cc(-c2ccccc2)cc1=O | 2 | -15 | 6 | 4 | 0.0 | 2 | -16 | 24 | -6
NC1=NC(=O)C(Cc2cccc(Cl)c2)S1 (stereo not drawn) | 0 | -6 | 5 | 2 | -0.2 | -4 | 4 | 1 | -5
O=C(CSc1ccc(-c2ccccn2)nn1)N1CCCC1 | 1 | -8 | -7 | -11 | 0.7 | 2 | -7 | 10 | -2
O=Cc1cccc(Oc2ccc([N+](=O)[O-])cc2[N+](=O)[O-])c1 | 0 | -8 | 4 | -1 | 0.4 | -4 | -18 | 10 | -4
COC(=O)C1=Cc2cc(OC)cc([N+](=O)[O-])c2OC1N1CCOCC1 (stereo not drawn) | 0 | -11 | -1 | 1 | 0.5 | -11 | -8 | 7 | 0
c1ccc(Nc2scc(-c3ccccc3)[n+]2Cc2ccco2)cc1 | -1 | -12 | -3 | -17 | -0.7 | -9 | -13 | 3 | -5
Cc1cccc(CSc2nnc(NC(=O)CSc3nnc(C)s3)s2)c1 | 4 | -8 | -7 | -4 | 0.5 | -12 | -9 | 6 | -1
CCOC(CC(=O)NNC(=O)c1c(-c2c(Cl)cccc2Cl)noc1C)OCC | 1 | -2 | -10 | -11 | -0.5 | -6 | -1 | 1 | -4
C[C@H](CO)N1C[C@H](C)[C@@H](CN(C)Cc2ccc(Cl)c(Cl)c2)Oc2c(NC(=O)CCC(F)(F)F)cccc2C1=O | 6 | -7 | -10 | 25 | -0.4 | -1 | 2 | 7 | -7
Cc1ccc(C(=O)CN(CCCC(N)=O)C(=O)c2ccncc2)cc1 | 2 | -7 | 2 | -5 | 0.5 | 4 | -14 | 10 | -3
COc1ccc(CCNC(=O)c2c(Cl)ccc(Cl)c2OC)cc1OC | 2 | -11 | -13 | -2 | 0.1 | 6 | -19 | 12 | -3
